FN deposit inh – fibronectin deposition inhibition; inhibition, % at 12.6 µM; 350,000 compounds, 0.086% hits; AID 743247; AH1F fibroblasts, Alexa488-fibronectin deposition fluorescence, overnight;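 active = mean inhibition across replicates of 30% or more, regardless of how many single replicates reach that level; inconclusive = mean under 30% yet at least half of replicates reach 30%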;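 also: positive control wells lacked labelled fibronectin entirely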
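test system = AH1F fibroblasts assembling fluorescent fibronectin matrix | quantity = 10000 AH1F cells per well | buffer or medium = DMEM plus 2% serum, read in PBS | doses = single dose, pinned | incubation = 1 h cell attachment, overnight exposure to compound and label | detection = fluorescence at 485 nm excitation, 525 nm emission | read-out basis = inhibition from reduced deposited-fibronectin fluorescence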
RAD54 branch – inhibitors of human RAD54 branch migration; Q92698; RAD54 Holliday junction branch migration, FAM/BHQ fluorescence; inhibition, % at 10.4 µM; 360,000 compounds, 0.14% hits;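 active = mean normalized replicate activity at least 40 and at least half of replicates scoring 40 or more; inconclusive = only one of the two criteria met; inactive = mean below 40 and under half of replicates reaching 40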;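 also: 0% = median of neutral control wells and 100% = median of positive control wells; inhibitors cause a drop in the FAM fluorescence signal; in these data hits start at about 50%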
EWS-Fli block – inhibitors of EWS/Fli oncoprotein transcriptional activity; inhibition, % at 12.6 µM; AID 651661; 350,000 compounds, 0.67% hits; A673 NR0B1-luciferase reporter, viability-normalised;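 active = mean inhibition of at least 50% after viability correction, with every replicate also passing that limit; inconclusive = mean reaches 50% but only one of two replicates passes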;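 also: firefly luciferase signal divided by Alamar Blue viability fluorescence both relative to DMSO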
RAD52 anneal inh – RAD52 (human) annealing inhibition; 360,000 compounds, 0.46% hits; inhibition, % at 18.7 µM; P43351; recombinant RAD52 DNA annealing, FRET fluorescence;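 active = every replicate showing at least 50% inhibition; inconclusive = mean inhibition at least 50% but not in every replicate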
Xi reactivation – reactivates the inactive X chromosome in mouse fibroblasts | XiGFP mouse fibroblasts, % GFP-positive cells imaging, 3 d; cells co-treated with 5-aza-dC sensitizer; scaled so ellipticine positive control = 100% | 360,000 compounds, 0.055% hits | activation, % at 7.58 µM;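 active = mean normalized replicate activation at least 10% and every replicate at or above 10%; inconclusive = only one of the two criteria met; inactive = mean below 10% and not all replicates reach 10%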;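 also: 0% = median of on-plate neutral control wells and 100% = ellipticine 6 µM median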
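Assay system: SV40-immortalized XiGFP fibroblast cells, line 68-5-11; buffer or medium: DMEM plus 5-aza-dC sensitizer; compound: one concentration, pinned; timing: compounds 3 days, fix/stain 15 min at room temperature; benchmarks: positive control ellipticine, 6 µM final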
E-sel inducer – E-selectin induction on HUVECs; HUVEC E-selectin immunofluorescence imaging; normalized: neutral wells 0, TNF-alpha wells 100; activation, % at 7.58 µM; 260,000 compounds, 0.37% hits;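 active = mean E-selectin-positive cell signal at least 10% of the positive control, reached in at least 60% of replicates, without over 20% cell loss; inconclusive = no rule given, readout overlaps actives, possibly toxicity-flagged; inactive = the rest, including those meeting only one limit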;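 also: in these data hits start at about 27%; measured in HUVEC primary endothelial cells; signal is the percent of cells scored E-selectin positive by PE staining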
Target sequence (P16581 whole entry, looked up): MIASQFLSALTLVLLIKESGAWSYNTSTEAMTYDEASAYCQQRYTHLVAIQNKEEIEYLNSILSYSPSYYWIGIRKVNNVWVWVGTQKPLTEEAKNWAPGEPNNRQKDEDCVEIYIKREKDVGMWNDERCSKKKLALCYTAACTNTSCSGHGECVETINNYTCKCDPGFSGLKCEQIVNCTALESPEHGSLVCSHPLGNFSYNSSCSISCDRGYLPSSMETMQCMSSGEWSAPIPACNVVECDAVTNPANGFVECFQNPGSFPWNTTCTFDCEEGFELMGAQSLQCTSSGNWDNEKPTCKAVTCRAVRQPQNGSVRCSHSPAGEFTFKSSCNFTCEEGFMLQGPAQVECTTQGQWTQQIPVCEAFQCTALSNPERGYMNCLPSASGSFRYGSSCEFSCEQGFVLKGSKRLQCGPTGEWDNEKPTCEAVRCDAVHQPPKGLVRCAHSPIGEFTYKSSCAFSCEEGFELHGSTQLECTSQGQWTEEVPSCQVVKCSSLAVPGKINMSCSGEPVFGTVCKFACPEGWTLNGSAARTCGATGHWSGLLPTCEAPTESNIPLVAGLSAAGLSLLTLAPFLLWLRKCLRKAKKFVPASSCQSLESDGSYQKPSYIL
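Read-out: % PE-positive cells | Test system: HUVEC | Doses: One compound dose added by pin transfer | Buffer or medium: EGM-2 over gelatin coat | Signal: Immunofluorescence imaging | Benchmarks: TNF-alpha, DMSO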
esBAF inh – blocks esBAF chromatin remodeling in mouse ES cells. Bmi1-luciferase knock-in reporter, 24 h; 100% = twice the neutral-well signal. reporter increase, % at 12.5 µM. 350,000 compounds, 2% hits; in the data active = activation above about 40%; inconclusive = no clear call, values can overlap the other calls;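 also: 0% = median of the plate's neutral control wells and 100% = double that signal; a rise in the Bmi1 reporter signal indicates esBAF inhibition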
S100A4 inh HTS – inhibitors of human S100A4 binding to myosin IIA peptide. P26447. S100A4/TAMRA-MyoIIA peptide fluorescence polarization. inhibition, % at 10.7 µM. 360,000 compounds, 0.14% hits. AID 652163;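 active = mean inhibition of at least 70% across replicates, with every replicate also reaching that level; inconclusive = mean inhibition reaches 70% but some replicates fall short; inactive = mean inhibition below 70%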
Target sequence (P26447 whole entry, looked up): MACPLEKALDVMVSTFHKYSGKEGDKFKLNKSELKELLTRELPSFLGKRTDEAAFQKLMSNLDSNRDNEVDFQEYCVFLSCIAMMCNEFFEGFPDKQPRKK
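Material: S100A4 monomer (human). Medium: Calcium-containing HEPES buffer, pH 7.2. Probe or stimulus: labelled myosin peptide probe, 5 nM. Compound dosing: one concentration per compound. Timing: polarization read 5 min after assay mix addition, stable 5–60 min. Benchmarks: DMSO as neutral control, TFP as positive control.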
The depositor's hits bear a star; ? = inconclusive; . = no result given; & = joins results of further samples.

Under each structure: FN deposit inh	RAD54 branch	EWS-Fli block	RAD52 anneal inh	Xi reactivation	E-sel inducer	esBAF inh	S100A4 inh HTS
CCCC(C)C(=O)Nc1ccc(S(=O)(=O)Nc2nccs2)cc1 (configuration not stated)
    .	4	12	-2	0.0	.	0	1
Cc1cccc(NC(=S)N(CCN(C)C)C(C)c2ccco2)c1 (configuration not stated)
    -9	-3	.	.	0.5	0.7	-1	.
Cc1noc(C)c1NC(=O)N(C)C[C@@H]1Oc2ccc(NS(=O)(=O)c3cccs3)cc2CC(=O)N([C@@H](C)CO)C[C@@H]1C
    .	3	-14	.	-0.6	?	-1	.
O=C(C[C@@H]1C=C[C@H](NS(=O)(=O)c2ccc(F)cc2)[C@H](CO)O1)NCCc1ccncc1
    .	3	-1	3	0.0	-0.2	4	3
C=CCN1C(=O)C(C)(C)N(C(C)=O)c2ccccc21
    -1	.	-9	-4	0.3	-0.2	.	-2
Cc1cc(C)c(S(=O)(=O)c2ccc(C(C)(C)C)cc2)c(Cl)n1
    -3	-1	4	-14	0.3	0.0	3	-1
O=C(C[C@H]1CC[C@@H]2[C@H](COC[C@@H](O)CN2C(=O)c2ccccc2F)O1)NCc1ccc(Cl)c(Cl)c1
    6	-8	-3	-41	0.1	1.5	-1	-61
C[C@H]1CN([C@@H](C)CO)C(=O)Cc2cc(NC(=O)c3ccncc3)ccc2O[C@@H]1CN(C)C(=O)Nc1ccccc1
    .	5	-51	0	0.0	3.9	-1	-11
O=C(CN1CCCC1)Nc1ccc(F)cc1
    2	.	-1	-9	0.0	.	-4	1
Cc1cc(C)cc(NC(=O)CN2C(=O)C3CC=CCC3C2=O)c1 (configuration not stated)
    2	11	2	15	0.0	-1.0	-15	0
COc1ccccc1CN1CC(C(=O)N(C)CCCn2nc(C)cc2C)CCC1=O (configuration not stated)
    .	-9	.	-6	0.1	0.0	.	-2
COC(=O)c1cc(OC)c(OC)cc1NC(=O)c1cccc(OC)c1OC
    -16	.	0	-13	0.1	.	3	-6
COCCNC(=O)C[C@H]1C[C@H]2c3cc(NC(=O)Nc4ccc(C(F)(F)F)cc4)ccc3O[C@H]2[C@H](CO)O1
    .	-6	-1	6	0.2	-0.2	-2	-10
O=C(NCC(F)(F)F)c1ccc(S(=O)(=O)NCCc2ccc3c(c2)OCCO3)cc1
    5	-3	-1	-4	-0.2	0.0	-5	4
C[C@@H]1CN([C@@H](C)CO)C(=O)Cc2cc(N(C)C)ccc2O[C@@H]1CN(C)Cc1ccncc1
    -7	1	1	10	-1.1	0.0	-1	3
Nn1c(SCC(=O)NCCCc2ccccc2)nnc1-c1cccnc1
    7	6	-1	-7	0.0	.	-3	-4
Cc1ccc(COc2ccc3c(c2)OCO3)cc1
    1	-1	-84	-15	0.5	.	21	-19
S=C(NC1CCCC1)N1CCN(c2ccccn2)CC1
    -4	-6	-1	-14	-0.1	-0.1	-10	-5
O=C(O)CSc1cc(NS(=O)(=O)c2cccc([N+](=O)[O-])c2)c2ccccc2c1O
    10	1	-6	-13	1.2	.	5	0
CCOc1cc(C(=O)NN=C2CCCC2)cc(OCC)c1OCC
    1	-6	.	-13	0.1	-0.3	-8	8
O=c1c2c(nc3n1CCCCC3)-c1ccccc1CC21CCCC1
    .	-6	3	-11	.	.	-1	-4
CCN(C[C@H]1N[C@@](Cc2ccccc2)(C(=O)OC)[C@H]2C(=O)N(Cc3ccccc3)C(=O)[C@@H]12)S(=O)(=O)c1ccc(C(C)(C)C)cc1
    -5	-8	3	-15	0.1	-0.1	-2	0
CN1C(=O)S/C(=C/c2ccc(OCc3cccc(C(=O)O)c3)cc2)C1=O
    8	-6	17	-6	0.0	-0.1	-25	4
c1ccc2c(c1)nc(N1CCOCC1)c1ccccc12
    -11	.	-6	-11	0.0	0.6	.	0
CCCc1cc(=O)[nH]c(SCC(=O)N2CCCc3ccccc32)n1
    7	.	9	-11	0.3	-2.0	-1	-4
N#CC(C#N)=Cc1c(N2CCN(c3ccccc3)CC2)nc2ccccn2c1=O
    4	4	-16	-20	0.0	.	18	12
O=C(NC1CCCC1)N1CCCCN2[C@H](CO)[C@H](c3ccc(-c4cncnc4)cc3)[C@H]2C1
    .	17	-2	8	0.2	-0.5	.	12
COc1cccc(NC(=O)Nc2nnc(N3CCCCC3C)s2)c1 (configuration not stated)
    -1	5	-76	0	-0.1	0.0	31	-3
CCCCCc1nnc(NC(=O)C2=COCCO2)s1
    7	1	-20	0	0.1	0.1	-4	4
CCCC1(C(=O)OCC)NC(c2ccc(O)cc2)C2C(=O)N(c3cccc(C(C)=O)c3)C(=O)C21 (configuration not stated)
    0	3	1	-4	0.0	.	0	-4

Two compounds drawn at random from those above:
Under each structure: FN deposit inh	RAD54 branch	EWS-Fli block	RAD52 anneal inh	Xi reactivation	E-sel inducer	esBAF inh	S100A4 inh HTS
CCCC(C)C(=O)Nc1ccc(S(=O)(=O)Nc2nccs2)cc1 (configuration not stated)
    .	4	12	-2	0.0	.	0	1
COC(=O)c1cc(OC)c(OC)cc1NC(=O)c1cccc(OC)c1OC
    -16	.	0	-13	0.1	.	3	-6

Returning to the listing, starting 4 compounds before the break.
Under each structure: FN deposit inh	RAD54 branch	EWS-Fli block	RAD52 anneal inh	Xi reactivation	E-sel inducer	esBAF inh	S100A4 inh HTS
O=C(NC1CCCC1)N1CCCCN2[C@H](CO)[C@H](c3ccc(-c4cncnc4)cc3)[C@H]2C1
    .	17	-2	8	0.2	-0.5	.	12
COc1cccc(NC(=O)Nc2nnc(N3CCCCC3C)s2)c1 (configuration not stated)
    -1	5	-76	0	-0.1	0.0	31	-3
CCCCCc1nnc(NC(=O)C2=COCCO2)s1
    7	1	-20	0	0.1	0.1	-4	4
CCCC1(C(=O)OCC)NC(c2ccc(O)cc2)C2C(=O)N(c3cccc(C(C)=O)c3)C(=O)C21 (configuration not stated)
    0	3	1	-4	0.0	.	0	-4
O=C(c1ccc(Br)cc1)c1cc([N+](=O)[O-])ccc1N1CCOCC1
    4	.	46	-24	0.2	1.4	.	-7
CN(C(=O)CN1C(=O)NC2(CCc3ccccc32)C1=O)C1CCS(=O)(=O)C1 (configuration not stated)
    -11	-4	8	-23	-0.1	-0.1	0	-3
CC(=O)N[C@@H]1c2c(ccc3ccccc23)OC[C@@H]1COC(C)=O
    -12	.	-2	-7	0.0	.	.	-5
CCc1cc(=O)n2[nH]c(-c3ccccc3)c(-c3ccccc3)c2n1
    -1	10	11	-14	0.0	0.5	-5	1
C[C@@H]1CCCCO[C@@H](CN(C)C(=O)NC2CCCCC2)[C@@H](C)CN([C@H](C)CO)C(=O)c2cc(NC(=O)Nc3cccc4ccccc34)ccc2O1
    .	12	-7	-2	0.1	0.0	-5	-1
O=C(CC1C(=O)NC2CCCCC2N1C(=O)c1ccc([N+](=O)[O-])cc1)Nc1ccccc1 (configuration not stated)
    -8	.	3	-10	0.2	-0.1	-4	-3
Cc1c(OCc2ccccc2)c(=O)ccn1Cc1ccc(F)cc1
    -13	.	3	-7	0.0	.	.	5
COc1cc(CNCCCN2CCOCC2)cc(Cl)c1OCC(=O)NC(C)(C)C
    2	.	3	-11	0.3	-0.1	.	-7
CCc1ccc(NC2=CC(=O)C(=O)c3ccccc32)cc1
    0	.	-38	4	-0.1	-1.4	.	-2
CS(=O)(=O)c1ccc(-c2nnc(NC(=O)c3ccco3)o2)cc1
    -8	-6	-12	-14	-0.1	0.0	-6	3
Cc1oc(-c2ccc(Cl)cc2)cc1C(=O)N1CCC1(C)C(=O)O (configuration not stated)
    3	-12	-45	-13	0.2	-0.3	31	-1
CO[C@@H]1CN(C)C(=O)c2cc(NC(=O)CC(F)(F)F)ccc2OC[C@@H](C)N(C(=O)c2ccccc2F)C[C@@H]1C
    -1	.	-7	-50	0.1	-0.1	.	-16
CCOC(=O)N1CCC(=NNc2ccc(S(N)(=O)=O)cc2[N+](=O)[O-])CC1
    5	-2	-1	4	0.2	.	-1	-1
COc1ccc(CN2CC3(CCN(C(=O)C4CCOCC4)CC3)c3c(n(C)c4cc(OC)ccc34)[C@@H]2CO)cc1
    .	.	-3	-91	0.3	-0.1	.	-3
CCO[C@H]1OC(C(=O)O)=C[C@@H](c2csc3ccccc23)[C@@H]1CCCO
    1	-3&-9	-1&-14	-6&-27	0.0	-0.1	-8	11&-3
C=CCC1(/C=N/O)CCOC(C)(C)C1 (configuration not stated)
    6	.	1	-4	0.4	6.2	.	-14
O=C(C[C@@H]1CC[C@H]2NC[C@H](O)COC[C@@H]2O1)NCc1ccc2c(c1)OCO2
    -6	-13	-4	.	-0.1	-0.1	-2	.
C[C@@H]1CCCCO[C@H](CN(C)C(=O)c2ccncc2)[C@H](C)CN([C@H](C)CO)C(=O)c2cc(NC(=O)CCC(F)(F)F)ccc2O1
    1	2	-12	.	0.2	-0.3	-11	.
CO[C@H]1CN(C)C(=O)c2ccc(NS(C)(=O)=O)cc2OC[C@@H](C)N(CC2CCCCC2)C[C@@H]1C
    21	.	9	.	-0.2	0.0	5	.
O=C(COc1ccc(Cl)cc1Br)NC(=O)NCc1ccccc1
    -12	.	2	-10	0.2	.	5	1
COc1ccc(C#Cc2ccc3c(c2)[C@]2(C(=O)N3)[C@H](C(=O)N3CCc4cc(OC)c(OC)cc4C3)[C@H]3C(=O)O[C@H](c4ccccc4)[C@H](c4ccccc4)N3[C@@H]2c2ccccc2OCCO)cc1
    .	0	-3	0	.	.	.	-19

Screens (PubChem BioAssay)
